Screens (PubChem BioAssay)
TEAD-YAP inh: TEAD-YAP interaction inhibition | hit rate 1.4% among 640,000 | HEK-TIYL cells, TEAD-Gal4/YAP UAS-luciferase luminescence | inhibition, % at 9.12 µM | AID 1259422; in the data active = inhibition above about 32%;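 also: 0% = median of test compound wells and 100% = reference inhibitor wells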
FBW7 activator: human FBW7 E3 ligase activation, primary screen; Q969H0; AlphaScreen FBW7–phospho-cyclin E peptide binding, activator screen; normalized activity (activation), % at 26.1 µM; hit rate 0.13% among 650,000; AID 1259310; in the data active = normalized activity above about 1.9%;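 also: purified mutant Fbw7 with reduced substrate affinity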
GPR151 activ: human GPR151 activation; PathHunter beta-arrestin GPR151 cells, luminescence; Q8TDV0; hit rate 1% among 650,000; activation, % at 11.2 µM; AID 1508602; in the data active = activation above about 4.9%;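 also: 0% = median of compound wells and 100% = cells with positive control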
Target sequence (Q8TDV0 whole entry, looked up): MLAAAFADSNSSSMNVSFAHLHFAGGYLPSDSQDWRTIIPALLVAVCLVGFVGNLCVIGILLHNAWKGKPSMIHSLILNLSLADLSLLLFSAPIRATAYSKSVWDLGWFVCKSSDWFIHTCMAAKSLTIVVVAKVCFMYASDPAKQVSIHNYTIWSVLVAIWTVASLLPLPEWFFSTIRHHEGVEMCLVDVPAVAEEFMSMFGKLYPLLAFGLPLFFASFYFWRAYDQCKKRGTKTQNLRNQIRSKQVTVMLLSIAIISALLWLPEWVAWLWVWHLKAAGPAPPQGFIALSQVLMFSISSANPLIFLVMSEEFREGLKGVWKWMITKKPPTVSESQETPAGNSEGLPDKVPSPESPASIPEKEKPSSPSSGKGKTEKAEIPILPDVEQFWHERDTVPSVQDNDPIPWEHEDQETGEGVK
MITF inh: blocks human microphthalmia-associated transcription factor. O75030. AlphaScreen MITF homodimerization, bead proximity signal. inhibition, % at 2.6 µM. hit rate 0.91% among 650,000. AID 1259374; in the data active = inhibition above about 50%;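 also: 0% = vehicle wells with protein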
Target sequence (O75030 whole entry, looked up): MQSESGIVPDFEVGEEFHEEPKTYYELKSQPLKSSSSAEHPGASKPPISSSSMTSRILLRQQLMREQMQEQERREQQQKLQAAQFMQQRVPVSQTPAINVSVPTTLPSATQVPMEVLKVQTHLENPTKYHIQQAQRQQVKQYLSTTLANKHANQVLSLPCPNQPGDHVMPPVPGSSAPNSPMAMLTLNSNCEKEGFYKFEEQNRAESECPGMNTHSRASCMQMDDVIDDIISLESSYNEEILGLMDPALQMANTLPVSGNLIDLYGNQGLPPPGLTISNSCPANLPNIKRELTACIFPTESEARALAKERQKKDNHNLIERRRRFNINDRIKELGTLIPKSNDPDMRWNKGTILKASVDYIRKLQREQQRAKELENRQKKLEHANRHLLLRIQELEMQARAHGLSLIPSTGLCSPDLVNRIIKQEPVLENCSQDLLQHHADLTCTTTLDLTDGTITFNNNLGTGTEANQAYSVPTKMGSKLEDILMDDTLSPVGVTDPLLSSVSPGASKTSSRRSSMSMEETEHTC
An asterisk follows results filed as active.

SMILES	TEAD-YAP inh	FBW7 activator	GPR151 activ	MITF inh
CN(Cc1ccccc1)S(=O)(=O)c1ccc(Cl)c(C(=O)OC2CCCCC2=O)c1 (stereo unspecified)	2	0.1	-1.1	4
O=S(=O)(Cc1cccc(C(F)(F)F)c1)NCc1cccs1	5	0.2	0.5	11
Clc1ccc2nc(N3CCN(c4ccccc4Cl)CC3)nc(-c3ccccc3)c2c1	13	0.4	-1.6	11
O=C(O)C1C2C=CC(C2)C1C(=O)NCc1cccs1 (stereo unspecified)	10	0.2	2.3	14
Cc1ccc(OCC(=O)Nc2ccc(S(=O)(=O)N3CCC(C)CC3)cc2)cc1	-8	-0.1	-0.1	8
Cc1sc(NC(=O)Cn2nnc3c(cnn3-c3ccccc3)c2=O)c(C#N)c1C	0	0.4	1.4	6
CC(C(=O)Nc1ccc(F)c(F)c1)N1C(=O)c2ccccc2C1=O (stereo unspecified)	-4	-0.1	-2.6	-4
O=C(N[C@H]1C[C@H]2C(=O)N[C@@H](CO)C(=O)N2C1)c1cc(F)c(F)cc1F	-4	0.1	0.6	8
CC(C)C(=O)Nc1c2c(nn1C(C)(C)C)CSC2	3	0.0	-0.9	-4
O=C(COc1ccc(F)cc1)Nc1nnc(S(=O)(=O)N2CCCC2)s1	-9	0.2	-3.4	-7
CC(C)C(C)(C(=O)O)N1C(=O)c2ccccc2C1=O (stereo unspecified)	4	0.2	-0.7	2
Cc1ccc(-n2cc3c(=O)n(C)c(=O)n(C)c3c2)cc1	-52	0.0	-0.8	-10
O=C(N/N=C/c1cccc(Cl)c1)c1ccccc1[N+](=O)[O-]	10	0.0	0.3	9
Cc1ccc(CNC(=O)CCn2nc(-c3ccc(Cl)cc3)ccc2=O)cc1	-6	0.0	0.5	5
CCOCCCn1c(=N)c(C(=O)NCC2CCCO2)cc2c(=O)n3cc(C)ccc3nc21 (stereo unspecified)	4	0.0	-0.5	2

Looked up by structure from the list above (three):
SMILES	TEAD-YAP inh	FBW7 activator	GPR151 activ	MITF inh
Cc1ccc(OCC(=O)Nc2ccc(S(=O)(=O)N3CCC(C)CC3)cc2)cc1	-8	-0.1	-0.1	8
CC(C)C(C)(C(=O)O)N1C(=O)c2ccccc2C1=O (stereo unspecified)	4	0.2	-0.7	2
CN(Cc1ccccc1)S(=O)(=O)c1ccc(Cl)c(C(=O)OC2CCCCC2=O)c1 (stereo unspecified)	2	0.1	-1.1	4

Following part:
SMILES	TEAD-YAP inh	FBW7 activator	GPR151 activ	MITF inh
CCOCCOC(=O)C1=C(C)NC(=O)NC1c1cccc(O)c1 (stereo unspecified)	-7	-0.1	0.6	-3
COC(=O)c1cn(CC(=O)NC2CC2)c2ccccc12	-5	-0.1	-1.5	-11
Cc1cccc(-c2noc(CNC(=O)c3ccc(C)cc3C)n2)c1	18	0.6	0.0	7
COC(CN(C(C)=O)C1CCCc2c1[nH]c1ccc(C)cc21)OC (stereo unspecified)	0	0.0	0.3	3
Nc1ccccc1-c1nc2ccccc2c2nc3ccccc3n12	-9	0.1	-0.5	-8
CC1(C)CC(C)(c2ccc(OC(=O)c3ccccc3)cc2OC(=O)c2ccccc2)N(c2ccccc2)C(=S)N1 (stereo unspecified)	2	0.7	-0.7	8
NC(=O)C1CCCN1c1nc(-c2cccs2)nc2ccccc12 (stereo unspecified)	3	0.0	-0.1	-7
Cc1nc2ccccc2c(=O)n1-c1cccc(NC(=O)Cc2ccc(F)cc2)c1	-6	-0.1	1.0	12
O=C(CSc1nnc(-c2ccco2)o1)Nc1ccccc1I	6	0.2	0.4	-16
NC(C(=O)Nc1ccc(-c2cn[nH]c2)cc1F)c1cccnc1 (stereo unspecified)	-7	0.0	-1.2	-2
Cc1ccccc1CNC(=O)c1ccccc1Cl	-2	0.0	-1.7	-20
O=C(NCCCN1CCOCC1)c1ccc(F)c(-n2ncc3cc(Nc4c(Cl)cccc4Cl)ccc32)c1	5	-0.1	-1.0	14
CCOc1cc(/C=C2\C(=O)NC(=O)N(c3ccc(OC)cc3)C2=O)ccc1O	15	0.0	-0.2	10
O=C1NC(CC(=O)N2CCc3c(nc(N4CCCC4)[nH]c3=O)C2)c2ccccc21 (stereo unspecified)	3	-0.1	-0.3	3
Cc1ccc(-c2nnc(Cn3cnc4ccccc43)o2)cc1	10	1.5	-0.1	16
CCCCNC(=O)c1ccccc1NS(=O)(=O)c1ccccc1[N+](=O)[O-]	13	0.0	0.9	-13
COc1cc(C2SCC(=O)N2CCN2CCCCC2)cc(OC)c1OC (stereo unspecified)	1	0.1	-0.4	12
CN(c1nc2ccccc2[nH]c1=O)C1CCCCC1	-4	-0.1	-1.1	-6
COc1cc(/C=N/NC(=O)C(=O)Nc2cc(C)ccc2C)cc(OC)c1OC	5	0.1	0.5	-3
CCC(=O)Nc1ccc(C(=O)Nc2ccc(Br)cc2)cc1	-3	-0.1	1.1	5
COC(=O)c1cccc(NC(=O)/C(=C\c2ccco2)NC(=O)c2ccccc2OC)c1	0	-0.2	0.2	7
CCCNC(=O)Cn1cc2c(n1)CCCCC2	2	-0.1	0.4	17
CCc1nnc(-c2cc3ccccc3n2CC#N)o1	1	-0.1	-1.5	24
COc1ccc(C(=O)COc2ccc(N3C(=O)C4C5C=CC(C6CC56)C4C3=O)cc2)cc1 (stereo unspecified)	1	-0.1	0.5	3
O=C1CCCCN1c1cccc(NS(=O)(=O)c2cc(Cl)ccc2Cl)c1	6	-0.1	1.0	3
CN(C)c1ccc(C(=O)NCCc2ccc(S(N)(=O)=O)cc2)cc1	-2	-0.2	-0.5	-9
COc1cccc2c1OC1(C)CC2NC(=O)N1c1ccc(Cl)cc1 (stereo unspecified)	14	0.0	-0.4	-1
COc1ccc(OC)c(N2C(=O)NC(=O)/C(=C/c3cccs3)C2=O)c1	-3	-0.2	1.5	-2
COc1ccc(CN2CCc3nnc(C4CCCO4)n3CC2)c(OC)c1OC (stereo unspecified)	6	0.0	-0.2	-1
CCOc1ccc(/C=C(/NC(=O)c2ccccc2)C(=O)NCCC(=O)O)cc1	-4	-0.5	0.2	10
O=C(COc1ccc(Cl)cc1)N/N=C/c1ccccc1Cl	4	0.0	1.4	2
O=C(NCCO)c1cncc(-c2ccc(N3CCOCC3)nc2)c1	3	0.0	0.7	4
COc1ccccc1N(CC(=O)Nc1cccc(C)c1)S(=O)(=O)/C=C/c1ccccc1	10	-0.1	-2.4	10
CCOc1c(Cl)cc(C(=O)NNC(=O)OC(C)(C)C)cc1OC	-86	0.6	-1.2	13
Cn1nc([N+](=O)[O-])c2c(-c3nc4ccccc4n3C)c(N)n(Cc3ccccc3)c2c1=O	2	0.0	2.5	-4
Cc1ccc(S(=O)(=O)Nc2cccc(C(F)(F)F)c2)cc1C(=O)O	2	-0.3	-0.1	-15
Cc1cnc(-c2c(C)noc2C)nc1NCCc1ccc(O)cc1	-4	0.0	0.2	-6
O=C(Oc1ccccc1)N1CCN2C(=O)[C@@H]3CCCN3C(=O)[C@H]2C1	-6	-0.1	1.6	42
N[C@@H](C(=O)Nc1cc(F)c(-c2cn[nH]c2)cc1N1CCC(O)CC1)c1ccc(F)cc1	22	-0.1	0.9	7
COc1ccc(C(c2c(-c3ccccc3)[nH]n(-c3ccccc3)c2=O)c2c(-c3ccccc3)[nH]n(-c3ccccc3)c2=O)cc1OC	-6	-0.6	1.1	7
COC(=O)c1ccc(NC(=O)CSc2nnc(COc3ccc4ccccc4c3)o2)cc1	8	0.0	0.5	0
C/C(CC(C)(C)c1ccccc1)=N\NC(N)=S	23	0.0	0.6	-9
O=C(NCc1nc2ccccc2[nH]1)c1cccc(Nc2ccccc2)n1	1	-0.1	1.0	5
COc1cc(CN2CCOc3ccc(C(C)(O)CN(C)C)cc3C2)cc(OC)c1OC (stereo unspecified)	-2	0.0	-1.7	1
Cc1ccc(NC(=O)CSC2=NC(c3ccccc3)CC(=O)N2)cc1 (stereo unspecified)	-2	-0.3	0.0	-5
CC1(C)CC(=O)C2=C(C1)Nc1ccccc1NC2c1coc2ccccc2c1=O (stereo unspecified)	9	0.1	1.2	2
O=c1c2cc(N3CCOCC3)ccc2nc(SCc2cc(F)cc3c2OCOC3)n1Cc1ccccc1	-8	0.4	-1.4	16
O=C(NC(=S)Nc1ccc(I)cn1)c1ccco1	-67	-0.2	-0.2	-18
CCOC(=O)c1ccc(-n2c(C)c3cnc4nn(-c5ccccc5)c(=O)c-4cc3c2C)cc1	-5	0.1	-2.9	-4
CC(C)C(NC(=O)c1ccccc1)C(=O)NCc1ccco1 (stereo unspecified)	14	0.1	3.1	1
Cc1cnc(CNc2cc(-c3cncc(-c4ccc(F)cc4)c3)nc(C)n2)cn1	33*	0.0	0.6	0
CCc1cc2ccccc2nc1SCC(=O)Nc1cccc(NC(C)=O)c1	3	0.0	0.3	3
O=C1OC(OCCBr)(c2ccccc2)c2ccccc21 (stereo unspecified)	-4	0.2	-0.4	2
Cc1cccc(C(=O)N2CCN3C(=O)[C@H](COCc4ccccc4)NC(=O)[C@H]3C2)c1	-2	-0.2	0.2	-6
Cc1cc(OC(=O)c2ccc([N+](=O)[O-])cc2)ccc1N1C(=O)CCC1=O	1	0.1	-1.1	12
C/C(=N/NC(=O)Cc1ccc(Cl)cc1)c1cccnc1	1	0.1	1.8	-2
Cc1ccc(C(=O)N[C@H](C)c2nc(-c3ccncc3)n[nH]2)s1	2	0.2	0.5	-1
CC(C)n1cnc2c(N)nc(Nc3ccccc3)nc21	-3	-0.1	-0.3	5
CCOC(=O)c1cc(-c2ccccc2)n(CCC(=O)NC(C)CC)c1C (stereo unspecified)	-11	0.0	0.2	-3
COc1ccc(CNC(=O)C/C(C)=N/NC(=O)COc2cccc(C)c2)cc1	-2	0.3	1.4	-2

In the list so far, four have an aryl thioether with sulfur outside any ring.
SMILES	TEAD-YAP inh	FBW7 activator	GPR151 activ	MITF inh
O=C(CSc1nnc(-c2ccco2)o1)Nc1ccccc1I	6	0.2	0.4	-16
COC(=O)c1ccc(NC(=O)CSc2nnc(COc3ccc4ccccc4c3)o2)cc1	8	0.0	0.5	0
O=c1c2cc(N3CCOCC3)ccc2nc(SCc2cc(F)cc3c2OCOC3)n1Cc1ccccc1	-8	0.4	-1.4	16
CCc1cc2ccccc2nc1SCC(=O)Nc1cccc(NC(C)=O)c1	3	0.0	0.3	3

Back to the main list; the four compounds before the break are reprinted first.
SMILES	TEAD-YAP inh	FBW7 activator	GPR151 activ	MITF inh
Cc1ccc(C(=O)N[C@H](C)c2nc(-c3ccncc3)n[nH]2)s1	2	0.2	0.5	-1
CC(C)n1cnc2c(N)nc(Nc3ccccc3)nc21	-3	-0.1	-0.3	5
CCOC(=O)c1cc(-c2ccccc2)n(CCC(=O)NC(C)CC)c1C (stereo unspecified)	-11	0.0	0.2	-3
COc1ccc(CNC(=O)C/C(C)=N/NC(=O)COc2cccc(C)c2)cc1	-2	0.3	1.4	-2
CCOC(=O)c1cc(C(O)(C(=O)OC)C(F)(F)F)c(N)o1 (stereo unspecified)	9	0.0	-0.3	-7
CCOC(=O)c1cnc2sc3ccccc3n2c1=O	-40	0.0	-2.8	1
Cc1ccc(NC(=O)Cn2ncn3c(cc4ccccc43)c2=O)cc1F	7	0.7	0.3	4
COc1cc(Nc2nc(Nc3ccc(NC(C)=O)cc3)c3[nH]cnc3n2)cc(OC)c1OC	-2	0.0	-2.1	15
CCN1C(=O)/C(=C/c2ccccc2NC(C)=O)OC1=S	4	0.1	0.8	14
O=C(CSc1ccc2nnc(-c3ccncc3)n2n1)Nc1cccc([N+](=O)[O-])c1	4	-0.2	-0.3	-9
Cc1[nH]c2ccccc2c1CCNC(=O)/C(=C/c1ccco1)NC(=O)c1ccco1	10	-0.1	0.9	11
Cc1cc(C)cc(NC(=O)CN(C2CCCCC2)S(C)(=O)=O)c1	-7	-0.2	-0.5	-12
O=C(O)CCNC(=O)/C(=C\c1ccccc1)NC(=O)c1ccccc1	-1	0.6	0.4	18
O=C(Cn1c(=O)c2cccn2c2cccnc21)NCc1ccc(F)cc1	-8	0.5	-0.2	10
O=C(Oc1ccc(C(=S)N2CCCCC2)cc1)c1cccc2ccccc12	7	0.3	-2.1	17
O=C(Cc1ccccc1F)N1CCc2c(nc(N3CCCC3)[nH]c2=O)C1	-3	0.0	-1.0	-2
O=C(COc1ccccc1)NC1CCS(=O)(=O)C1 (stereo unspecified)	-16	-0.1	1.3	-6
CC(C)C(=O)Nc1ccc(NC(=O)c2cccc(Cl)c2)nc1	-27	-0.1	-3.0	9
CC(C)(C)c1ccccc1OCC(=O)Nc1ccccc1F	0	0.2	-0.2	3
OCCNc1ccn2ncc(-c3ccc(OC(F)(F)F)cc3)c2n1	3	-0.1	0.6	-10
O/C(=C\SC1=NCCN1)C12CC3CC(CC(C3)C1)C2	8	-0.1	1.0	-1
COc1ccc(-c2cc(C(=O)Nc3ccccc3OC)c3cc(C)ccc3n2)cc1	4	0.0	-1.2	11
Cc1ccc(-n2[nH]c(C)c(/C=N/NC(=O)c3ccc(O)cc3O)c2=O)cc1	12	-0.3	-2.1	15
CC1=C(C(=O)OCCc2ccccc2)C(c2ccc(C)o2)C2=C(CCCC2=O)N1 (stereo unspecified)	1	0.0	-1.4	3
COc1ccccc1C1/C(=C(/O)c2ccc(C)cc2)C(=O)C(=O)N1CCCC(=O)O (stereo unspecified)	6	0.0	0.2	9
O=C(c1ccco1)N1CCN(c2ccccn2)CC1	-32	-0.1	-2.1	-1
O=C(Nc1ccccc1)OCCOc1cccc(Br)c1	-1	-0.1	0.6	-2
N#CC1=C(N)N(c2ccc(Cl)cc2)C2=C(C(=O)CCC2)C1c1cccs1 (stereo unspecified)	-2	-0.1	0.1	10
